Mm-Cpn inhibitor: Inhibitors of TCP-1 ring complex (TRiC) of Methanococcus maripaludis (MmCpn): qHTS. Potency, µM (doses to about 76.9 µM), without a hit: at the top dose activity, negative = inhibition, most hits filed as inhibitors. purified Mm-Cpn ATPase, ADP Transcreener TR-FRET. Chaperonin Mm-Cpn (Methanococcus maripaludis). hit rate 0.031% among 330,000. AID 504842, 2011; further: potency means the concentration at half of the fitted maximal effect; on the % scale 0 is the no-effect control and ±100 the full control effect; nearly all actives have a fitted effect of over 80% in size
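Eu-cryptate anti-ADP/ADP-d2 competition gives a ratio inversely related to ADP. Enzyme at 25 nM was pre-exposed to compound for 10 min, then given 10 uM ATP for 30 min, 37°C throughout.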
TGFb inhibitor: qHTS for Inhibitors of TGF-b; HepG2 CAGA-GFP TGF-b/SMAD3 reporter, GFP fluorescence, 18 h; TGF-beta stimulated, 500 pg/mL final; hit rate 1.2% among 410,000; Potency, µM (doses to about 46.1 µM), inactives show at the highest dose activity, negative = inhibition, actives largely listed as inhibitors; further: potency means the concentration at half of the fitted maximal effect; on the % scale 0 is the no-effect control and ±100 the full control effect; nearly all actives have a fitted effect of over 65% in size
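HEPG2 CAGA-GFP cells (1000/well, DMEM with 1% FBS) were pre-incubated 2 h at 37 degrees C, given compound by pin tool, then stimulated with TGF-beta at 500 pg/mL final for 18 h before per-cell GFP fluorescence imaging.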
Nrf2 block: Nrf2 qHTS screen for inhibitors; AID 504444, 2011; Potency, µM (series often up to 46 µM), without a hit: at the highest dose activity change, negative = inhibition, actives largely listed as inhibitors; A549 ARE-Fluc reporter, luciferase luminescence, 18-24 h; hit rate 2.1% among 360,000; further: potency means the concentration at half of the fitted maximal effect; on the % scale 0 is the no-effect control and ±100 the full control effect; nearly all actives have a fitted effect of over 60% in size
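Reporter: ARE-Fluc in A549. Exposure: 18-24 h, 37 °C, 5% CO2, 5% FBS OPTI-MEM. Readouts: fluorescent cytotoxicity (CellTiter-Fluor), then luminescent Nrf2 signal after BugLite.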
Abeta rescue: qHTS for compounds that reverse cellular toxicity of Amyloid beta (A-beta) peptide in yeast: Primary Screen; yeast expressing A-beta42, growth rescue, OD600, 48 h; response scale: 0% DMSO, 100% iron-clioquinol control; Potency, µM (highest dose often 46.1 µM), for the others: top-dose growth rescue, hits mostly activators; hit rate 0.063% among 410,000; AID 1347071, 2019; further: potency means the concentration at half of the fitted maximal effect; nearly all actives have a fitted effect of over 55% in size
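Yeast A-beta toxicity model in growth medium with pinned compounds, 48 h at 30 C; growth read as absorbance at 600 nm. Normalized to FeCl3/clioquinol equimolar mix (positive) and DMSO (negative).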
Akt phos inh: HTS Assay for Inhibitors of Akt Phophorylation: Primary Screen. Neuro2A IGF-stimulated pAkt S473 HTRF, 20 min; hits give low values. activity change, % for hits at 50 µM. hit rate 0.32% among 360,000; in the data active means activity change below about -80%; inconclusive means mostly about -51% to -80%; further: on the % scale 0 is the no-effect control and ±100 the full control effect
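Neuro2A cells (4,500/well, DMEM with 0.5% FBS) were treated with compound at a single 50 µM final concentration, stimulated with 6 nM IGF for 20 min at 37 °C, and lysed. Phospho-Akt Ser473 was read by HTRF as 665/615 ratio ×10^4.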
Nrf2 activator: qHTS of Nrf2 Activators; AREc32 ARE-luciferase reporter (MCF7-derived line), luminescence, 24 h; Potency, µM (titrated, usually from 46.1 µM), without a hit: at the top dose activation, actives largely listed as activators; hit rate 0.31% among 410,000; AID 624171, 2012; further: potency means the concentration at half of the fitted maximal effect; % of control where 0% means no effect; nearly all actives have a fitted effect of over 65% in size
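Quantitative high-throughput format: AREc32 reporter cells, 1000 per well, received compound by pin transfer and were incubated 24 hr at 37 deg C, 5% CO2, before Steady-Glo luminescence detection.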
CCT chaperon mod: High-Throughput Screening for Modulators of Cytosolic Chaperonin Activity; hit rate 0.3% among 360,000; activity change, % (no concentration beside the values), hits read low; AID 651819, 2012; purified chaperonin ATPase assay, HTRF ADP detection, 30 min; in the data active means activity change below about -30%; further: on the % scale 0 is the no-effect control and ±100 the full control effect
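Enzyme 40 or 20 nM (batch-dependent) in Tris pH 7.4/KCl/MgCl2/DTT; cpd 76 uM single point; ATP 10 uM; 30 min 37 °C; Transcreener ADP HTRF detection, 30 min RT; ratio 665/615.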
A549 viability: Nrf2 qHTS screen for inhibitors: counterscreen for cytotoxicity | A549 ARE-Fluc cells, CellTiter-Fluor viability, 18-24 h | Potency, µM (doses to about 46 µM), for inactives: at the highest dose activity change, negative = cytotoxicity, most hits filed as inhibitors | hit rate 0.16% among 390,000 | AID 504648, 2011; further: potency means the concentration at half of the fitted maximal effect; on the % scale 0 is the no-effect control and ±100 the full control effect
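A549 ARE_Fluc cells in 5% FBS OPTI-MEM were exposed to compounds in concentration-response for 18-24 h at 37 deg C. Viability was read by CellTiter-Fluor fluorescence (Ex 405/Em 525) after 30 min, before the luciferase read.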
HepG2 tox: qHTS for Inhibitors of TGF-b: Cytotox Counterscreen; hit rate 0.76% among 410,000; Potency, µM (titrated, usually from 46.1 µM), inactives show top-dose activity change, negative = cytotoxicity, most hits filed as cytotoxic; HepG2 CAGA-GFP viability, ATP luminescence, 18 h; AID 588856, 2011; further: potency means the concentration at half of the fitted maximal effect; some results filed as inactive show a strong effect at the top dose
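HepG2 CAGA-GFP cells (1000/well, DMEM with 1% FBS) received compound, then TGF-beta at 500 pg/mL final, and were incubated 18 hours at 37 degrees C. Viability was read by CellTiter-Glo luminescence. Media-only wells were set as complete cell-killing and DMSO as no toxicity.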
Numbers without * were called inactive; i = inactive; ? = inconclusive; nt = not tested or not shown; [ ] = another dose, or the depositor's remark. Unless noted, the call rests on the fitted dose curve; in most records, active means well fitted curve in the direction sought with a large enough effect; inconclusive means small, poorly fitted or top-dose-only effect, or another doubt; inactive means no such curve, though single readings can be large; an effect the other way counts as inactive or inconclusive.

Compound,Mm-Cpn inhibitor,TGFb inhibitor,Nrf2 block,Abeta rescue,Akt phos inh,Nrf2 activator,CCT chaperon mod,A549 viability,HepG2 tox
Cc1ccc(NC(=O)C(=O)NCCN2CCN(Cc3ccc([N+](=O)[O-])cc3)CC2)cc1,-1.9%,5.8%,?,0.6%,i,-0.4%,0.4,?,2.3%
NC(=O)c1ccc(NC(=O)COC(=O)c2c3c(nc4ccccc24)/C(=C\c2ccc4c(c2)OCO4)CCC3)cc1,-6.6%,?,14.6µM*,-11.0%,i,-2.1%,-2.8,-13.1%,-26.9%
Cc1ccc(OCC(=O)NC(C)c2ccccc2)cc1 (stereo not given),-0.6%,-0.8%,-7.7%,-6.4%,i,0.2%,-3.2,20.1%,-41.7%
COC(=O)Cc1c(C)c2ccc(OCC(=O)N3CCOCC3)cc2oc1=O,-0.7%,20.3%,nt,14.6%[9.22 µM],i,-0.7%,-1.6,-1.1%,7.1%
Cc1nn(CCCC(=O)NCCc2ccc(Cl)cc2)c(=O)c2c1sc1ccccc12,nt,-6.5%,?,10.6%,nt,-0.8%,nt,?,-2.0%
Cc1cc(C)c2c(c1)-c1c(ssc1=S)C(C)(C)N2C(=O)CSc1nncn1C,-0.4%,6.31µM*,?,-6.7%,i,0.3%,-1.2,?,-25.2%
O=C(CSc1ccc(Cl)cc1)Nc1ccc(NC(=O)c2ccco2)cc1,-1.1%,6.4%,6.0%,3.6%,i,-0.1%,2.0,-2.4%,-3.0%
CN(C)c1ccc(N2C(=O)CC(c3ccccc3)CC2=O)cc1,-2.4%,5.0%,4.9%,-16.4%,i,-0.3%,-0.1,0.3%,-9.9%
O=C(NC(=S)Nc1ccccc1Br)C1CCCC1,2.6%,-23.8%,?,?,i,2.7%,-2.0,9.2%,-23.4%
COc1cccc(C2c3c(-c4ccccc4O)n[nH]c3C(=O)N2Cc2ccco2)c1 (stereo not given),2.2%,?,16.6%,21.2%,i,8.4%,1.2,8.0%,-22.6%
CSCCC(NS(=O)(=O)c1ccc(C)cc1C)C(=O)Nc1cccnc1 (stereo not given),-0.5%,10.7%,?,1.1%,i,-0.5%,-3.3,3.6%,-31.9%
CCOc1ccc(NC(=O)Cn2cc(C(=O)c3ccc(C)c(C)c3)c(=O)c3cc(OC)c(OC)cc32)cc1,nt,3.6%,-11.1%,-3.1%,nt,-0.5%,nt,6.1%,-12.1%
C=CCNC(=O)C1CCN(S(=O)(=O)c2ccc3ccccc3c2)CC1,0.9%,-9.6%,-19.7%,-5.5%,i,-0.7%,-0.2,0.5%,-20.1%
CCC(CC)c1nnc(NC(=O)COc2ccc3c(C)cc(=O)oc3c2)s1,-1.0%,37.6%[activator],15.5%,1.1%,i,-0.1%,-0.5,22.4%,-20.0%
C=COCCNC(=O)C1CC(=O)N(c2ccc(C)cc2)C1 (stereo not given),-2.6%,-4.9%,15.6%,4.7%,i,0.3%,-3.3,-2.8%,3.9%
CCOC(=O)C(CC)n1cnc2c(nnn2-c2ccccc2)c1=O (stereo not given),-1.9%,-16.0%,-3.9%,-7.0%,i,-0.1%,-1.5,-12.2%,0.5%
O=C(C1COc2ccccc2O1)N1CCN(c2ccc([N+](=O)[O-])cc2)CC1 (stereo not given),-2.5%,-26.8%,?,4.2%,i,12.8%,1.6,?,-10.4%
O=C1[C@H]2C(c3ccccc3)=NN(c3ccccc3)[C@H]2C(=O)N1c1ccccc1,-16.2%,-24.0%,?,?,i,-0.8%,2.2,12.3%,-14.3%
O=C(CSc1nc(N2CCOCC2)nc(N2CCOCC2)n1)Nc1cccc(C(F)(F)F)c1,-0.1%,-9.7%,-27.7%,-5.6%,i,-0.1%,-0.7,-11.3%,11.9%
CCOC(=O)C1CCN(S(=O)(=O)c2ccc3c(c2)CC(C)N3C(=O)C2CC2)CC1 (stereo not given),-1.1%,1.9%,7.8%,-26.0%,i,-0.1%,2.3,-0.6%,10.9%
COc1cccc(CNC(=O)CCNS(=O)(=O)c2ccc3[nH]c(=O)oc3c2)c1,-0.2%,3.1%,2.5%,1.0%,i,-0.8%,1.7,2.3%,7.6%
C=CCN1C(=O)C2(NNc3ccccc3O2)c2ccccc21 (stereo not given),0.6%,33.3%[activator],-7.1%,3.2%,nt,?,0.8,-19.3%,-52.0%
COc1ccc(-c2coc3c(C(=O)Nc4cccc(C(C)=O)c4)cccc23)c(C)c1,nt,-0.2%,nt,-10.1%,i,0.9%,0.5,nt,-3.9%
O=C(CN1CCOCC1)Nc1ncc(Br)cc1Br,1.5%,4.1%,nt,5.5%,i,0.4%,0.8,6.7%,1.3%
COc1ccc(C(=O)n2nc(-c3ccc(C)cc3)nc2N)cc1OC,-3.2%,-11.9%,-23.1%,1.0%,i,0.3%,-4.9,-18.6%,-14.6%
CCN(CC)CCN1C(=O)C(=O)/C(=C(/O)c2ccc(S(=O)(=O)N3CCOCC3)cc2)C1c1ccc(C(C)C)cc1 (stereo not given),-3.2%,-8.0%,-8.7%,-3.7%,i,-0.6%,-0.4,2.2%,8.6%
CCOc1ncccc1C(=O)OCC(=O)Nc1cccc(S(=O)(=O)N2CCCCCC2)c1,-12.7%,-19.8%,-12.9%,7.6%,i,0.0%,-1.4,-9.8%,-5.6%
O=C(c1ccc(F)cc1)N1CCCC(c2nc(-c3cccs3)no2)C1 (stereo not given),1.5%,-26.9%,11.9%,-1.2%,i,4.0%,-1.5,2.4%,-12.3%
Cc1cccc(NC(=S)N(CCCN2CCOCC2)Cc2ccccn2)c1,1.4%,6.5%,10.7%,-5.6%,i,0.3%,-4.2,3.2%,-8.0%
CCCC(C(=O)NCC1CCCO1)N(C(=O)CNS(=O)(=O)c1ccccc1)c1ccc(F)cc1 (stereo not given),-1.9%,-12.3%,-7.2%,-13.3%,i,-0.2%,-1.5,-15.8%,-23.5%
O=C(OCc1ccccc1)N(CCCCN(CCCNCc1ccccc1)C(=O)OCc1ccccc1)CCCNCc1ccccc1,nt,5.01µM*,?,-12.2%,i,-3.0%,-1.9,?,5.62µM*
CC(=O)c1c(C)[nH]c(C(=O)Nc2ccc(C)cc2Br)c1C,-2.9%,-24.3%,?,-9.7%,i,4.4%,-7.6,11.2%,-15.7%
CCOC(=O)N1CCN(c2c(NCCN3CCN(c4ccccc4F)CC3)c(=O)c2=O)CC1,0.9%,17.4%,-16.8%,-3.6%,i,0.1%,-2.5,-4.2%,2.3%
Cc1ccc(S(=O)(=O)N2CCOCC2)cc1NC(=O)CSc1nc(N)cc(=O)[nH]1,0.9%,1.3%,3.9%,3.3%,i,0.0%,1.1,-8.6%,15.0%
Cc1ccccc1Cn1nc(C)c(NC(=O)/C=C/c2cnn(C)c2)c1C,2.1%,0.0%,9.1%,3.9%,i,6.7%,-1.5,10.0%,-23.2%
OC(CNc1ccccc1)COc1ccc(OCC(O)CNc2ccccc2)cc1 (stereo not given),0.2%,?,nt,?,i,4.5%,0.2,?,-7.3%
COc1cccc(-c2cccc(-c3nc(C(=O)NCCCN4CCOCC4)cc4c3[C@H](CCO)N(S(=O)C(C)(C)C)C4)c2)c1 (stereo not given in full),nt,5.1%,nt,-2.3%,i,0.4%,2.4,nt,-14.8%
COC(=O)c1sc(NC(=O)C2CCCO2)c(C(=O)OC)c1C (stereo not given),-0.8%,-17.0%,-6.7%,-21.4%,i,0.0%,0.8,-1.3%,-5.6%
CC(=O)Nc1ccc2c(c1)C(C)(C)C(C)N2C (stereo not given),-10.8%,-4.3%,-21.2%,-23.4%,i,-0.1%,-0.6,-8.8%,-17.8%
CCOC(=O)c1c(C)[nH]c(C)c1S(=O)(=O)N1CCC(C(=O)N2CCN(c3cccc(C)c3C)CC2)CC1,nt,?,nt,8.1%,nt,0.4%,nt,-13.4%,-35.3%
CCC(C)(C(=O)Nc1ccc2c(c1)OCCO2)N(C(C)=O)c1ccc(C(N)=O)cc1 (stereo not given),-5.6%,-11.0%,12.3%,1.6%,nt,-0.4%,1.4,1.2%,-1.1%
Cc1ccc(CN2CCC[C@]3(N[C@H](c4ccc(C)cc4)[C@@H]4C(=O)N(Cc5ccccc5)C(=O)[C@@H]43)C2=O)cc1,nt,-21.0%,nt,9.3%,i,-0.9%,-0.7,nt,-42.7%
CCc1nnc(NC(=O)c2ccc(-c3ccc(F)cc3)o2)s1,-0.2%,-1.2%,?,-7.8%,i,1.7%,2.2,-11.8%,4.6%
Cc1nn(CC(=O)OC(C)C(=O)Nc2ccccc2[N+](=O)[O-])c(C)c1[N+](=O)[O-] (stereo not given),1.0%,-7.7%,3.8%,-1.9%,i,-0.5%,-2.3,-2.3%,3.9%
O=C(NCCNC(=O)C(F)(F)F)c1ccncc1,0.3%,-6.5%,13.1%,-1.1%,i,-0.2%,2.4,1.9%,5.9%
CCc1ccc(/C=C2\C(=N)N3N=C(CC(=O)N4CCCCC4)SC3=NC2=O)cc1,-2.8%,6.5%,13.9%,-7.6%,i,-0.1%,0.0,7.5%,2.1%

Screening data (PubChem)
